Source: PubChem BioAssay (several laboratories)
RSV antiviral HEp-2: RSV antiviral activity via CPE protection, HEp-2 cells, primary 10 µM value included (AID 2391); HEp-2 cells, RSV-induced CPE inhibition; higher % means a stronger effect; CPE inhibition, % at 10 µM; hits with a dose series show IC50 in µM; 0.13% of 310,000 active; in the data active = a potency from the dose series; inconclusive = CPE inhibition mostly from about 23% at the one dose, without a potency; inactive = the rest, 99 in 100 with CPE inhibition below about 21%; note: strong numbers were not always called active
LYP inhibition: inhibitors of LYP phosphatase, biochemical, fluorescence intensity, uHTS (AID 1779); 0.054% of 290,000 active; inhibition, % at 11.5 µM; hits with a dose series show IC50 in µM; recombinant LYP phosphatase, fluorescence intensity; higher % means a stronger effect; in the data active = inhibition above about 50%;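 note: plate controls were vehicle with enzyme for no effect and no enzyme for full effect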
SIAH1 antagonists: Siah-1 peptide-binding antagonists, primary screen, biochemical, fluorescence polarization, rhodamine-plectin, uHTS (AID 1817). Siah-1 / rhodamine-plectin peptide fluorescence polarization; higher % means a stronger effect. displacement, % at 20 µM, or IC50 in µM where a hit was titrated. 0.02% of 290,000 active;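 active = displacement of at least 50% at 20 µM, with a fluorescence ratio check between 0.3 and a set limit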;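 note: plate controls were Siah plus tracer with DMSO for no effect and tracer alone without Siah for full effect; strong numbers were not always called active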
Rac1 GTP hydrolysis: MgcRacGAP GTPase-activating activity inhibitors, confirmation, biochemical, ADP Hunter fluorescence. MgcRacGAP-stimulated Rac1 GTP hydrolysis, ADP Hunter fluorescence; higher % means a stronger effect; GST-tagged Rac1 F28L mutant substrate. inhibition, % at 30 µM; hits with a dose series show IC50 in µM. 0.6% of 340,000 active. AID 624330;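 active = first-screen hits whose inhibition reached a set limit at any dose in the follow-up dose series; inconclusive = inhibition above the set first-screen limit but never retested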;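 note: fluorescence reports GDP produced by GAP-driven GTP hydrolysis; strong numbers were not always called active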
AID2073: disruptors of CaV2.2 binding to Mint1 – biochemical, HTRF (AID 2073). HTRF protein-protein interaction, Mint1-CaV2.2; higher % means a stronger effect. one-dose inhibition, % at 20 µM; IC50 in µM for titrated hits. 0.19% of 290,000 active; in the data active = inhibition mostly above about 51%, no sharp cut-off; inconclusive = no clear call, values can overlap the other calls; inactive = mostly below about 53%; note: some results filed as inactive read as strong as hits
NS5 inhibitors: flavivirus cap methylation enzyme inhibition – biochemical, confirmation dose response, primary screen (AID 588689); Dengue-2 NS5 methyltransferase capping enzyme assay, biochemical; higher % means a stronger effect; inhibition, % at 25 µM; hits with a dose series show IC50 in µM; 0.3% of 340,000 active; in the data active = a potency from the dose series; inconclusive = inhibition above about 29% without an active follow-up result
XIAP displacement: small molecules displacing peptide from XIAP – biochemical, IAP family, fluorescence polarization (AID 1018). one-dose displacement, % at 20 µM; IC50 in µM for titrated hits. 0.007% of 200,000 active. XIAP BIR domain, fluorescence polarization peptide displacement; higher % means a stronger effect; in the data active = displacement above about 50%; note: a part of the inactive calls stands beside numbers as strong as those of hits
Large T inhibition: SV40 large T antigen inhibitors, biochemical (AID 1903). SV40 large T antigen ATPase/helicase inhibition assay; higher % means a stronger effect. inhibition, % at 20 µM; hits with a dose series show IC50 in µM. 0.39% of 310,000 active; in the data active = a potency from the dose series; inconclusive = inhibition mostly from about 32% at the one dose, without a potency; inactive = the rest, 99 in 100 with inhibition below about 32%; note: strong numbers were not always called active
HIV peptide binding: inhibitors of HIV fusion peptide binding, primary screen, biochemical, uHTS, fluorescence dequenching (AID 1986); 0.3% of 290,000 active; one-dose inhibition, % at 20 µM; IC50 in µM for titrated hits; cell-free peptide binding, fluorescence dequenching, 30 min; higher % means a stronger effect; in the data active = inhibition mostly above about 52%, no sharp cut-off; inactive = mostly below about 76%; note: some results filed as inactive read as strong as hits
NS5 inhibitors pilot replicate: also measured in NS5 inhibitors; calls as there; inhibition, %; measured here: pilot screen replicate inhibition
* hit, by the source's call; ? = inconclusive; . = not tested or not shown.

SMILES	RSV antiviral HEp-2	LYP inhibition	SIAH1 antagonists	Rac1 GTP hydrolysis	AID2073	NS5 inhibitors	XIAP displacement	Large T inhibition	HIV peptide binding	others
O=C(O)COCC(=O)N1CCCN(c2ccc(C(F)(F)F)cn2)CC1	2.5%	-8%	5%	7%	11%	0%	.	0%	-0.5%
COCCN1C(=O)C(=O)/C(=C(/O)c2ccc(S(=O)(=O)N3CCOCC3)cc2)C1c1ccc(O)c(OC)c1 (stereo not drawn)	4.1%	2%	5%	7%	-1%	15%	.	17%	12%
COCn1c(-c2ccccc2)nc2ccccc21	9.1%	2%	-2%	1%	6%	1%	-1.2%	-7%	-0.6%
O=C(Nc1nc2nc(-c3ccccc3)cc(=O)n2[nH]1)c1ccccc1	0.8%	2%	-2%	5%	4%	1%	-5.1%	7%	9.4%
Cc1cc(OC(F)F)ccc1NC(=O)Nc1ccc2c(c1)OCO2	1.9%	-9%	3%	9%	8%	-6%	.	17%	1.5%
COc1ccccc1/C=C/CN1CCCC(CO)(CCc2ccccc2)C1 (stereo not drawn)	0.3%	-8%	6%	0%	2%	.	.	37%	1.7%
CC1Oc2ccccc2N(CC(=O)NCCCN2CCOCC2)C1=O (stereo not drawn)	0.7%	-4%	-2%	7%	17%	1%	.	6%	0.9%
O=[N+]([O-])CC1(n2nc3ccccc3n2)CCCCC1	1.5%	.	.	3%	.	-3%	.	1%	.
Cc1cc(NC(=O)CCSc2nc(-c3ccco3)cc(C(F)(F)F)n2)no1	4.9%	-6%	1%	16%	37%	-1%	-2.0%	0%	0.6%
CCOc1ccccc1NC1=C(Cl)C(=O)N(c2ccccc2)C1=O	2.8%	2%	-3%	4%	6%	-10%	-5.5%	0%	-1.5%
CC1=NN(c2nc3ccccc3s2)C(O)(C(F)(F)F)C1 (stereo not drawn)	1.6%	-5%	11%	-12%	9%	-6%	.	2%	0.6%
Cc1cc(S(=O)(=O)NCCc2ccccc2)ccc1-n1cnnn1	1.9%	-10%	-9%	9%	12%	-10%	.	7%	0.2%
Cc1cccc(OCCn2nc(C(=O)O)c3ccccc3c2=O)c1	0.3%	-4%	-6%	7%	1%	3%	-6.4%	12%	-2.4%
O=C(NC(=O)N1CCCC1)c1csnn1	0.3%	-3%	15%	4%	-1%	-9%	.	5%	-1.9%
O=C(NCc1ccccc1)C12CC3CC(CC(Cl)(C3)C1)C2	0.1%	-7%	3%	.	2%	.	.	17%	1.2%
CCS(=O)(=O)N1CCN(C(=O)c2ccccc2)CC1	1.6%	-12%	-5%	9%	0%	-1%	-7.5%	10%	-0.4%	NS5 inhibitors pilot replicate=-7.3
Cc1nc2c(cc1NC(=O)c1ccccc1)nc(C)n2Cc1ccccc1	0.8%	-4%	16%	7%	-4%	-1%	.	5%	0.8%
CCOC(=O)c1c(S(=O)(=O)N2CCC(C)CC2)c(C)n(C)c1C	-0.2%	-8%	-5%	10%	10%	-1%	.	7%	-1.6%
N#CCC(=O)N/N=C/c1c(-c2ccccc2)n(-c2ccccc2)c2ccccc12	2.8%	-1%	-5%	5%	-3%	-4%	.	6%	2.7%
CCOC(=O)/C(C#N)=C/Nc1cc(C(=O)OCC)cc2c(OC)c(OC)ccc12	.	-5%	2%	10%	?	-4%	.	1%	-0.6%
Cc1cccc(Nc2nnc(-c3ccc(C(=O)N4C[C@H]5C[C@H](C4)c4cccc(=O)n4C5)cc3)c3ccccc23)c1	9.4%	-6%	-3%	2%	7%	-5%	-3.2%	12%	-3.6%
CCCCNC(=O)c1ccc2nc(-c3ccco3)c(-c3ccco3)nc2c1	0.7%	4%	22%	23%	50%	80µM*	-2.1%	32%	34%
COC(=O)c1ccc(NS(=O)(=O)c2ccc(Cl)cc2)o1	0.5%	-1%	-2%	0%	18%	-5%	-9.2%	12%	21%
COc1ccccc1CNC(=O)CNC(=O)N1CC(=O)Nc2ccccc21	0.0%	-9%	-5%	11%	-2%	0%	.	6%	0.1%
CC(C)COC(=O)NCCOC(=O)Nc1cccc(Cl)c1	2.1%	7%	2%	6%	-2%	-11%	0.2%	1%	1.4%
CNS(=O)(=O)c1cccc(C(=O)OCC(=O)N2c3ccccc3CC2C)c1 (stereo not drawn)	1.1%	-2%	-1%	3%	11%	-2%	-6.1%	0%	3.9%
CC(C)(C)SCCNC(=O)CN(c1ccc(F)cc1)S(=O)(=O)c1ccccc1	-0.1%	-5%	1%	0%	-3%	-4%	-0.9%	-6%	0.4%
CCOc1ccc(C(=O)NCC(=O)NCCCn2nc(C)cc2C)cc1OCC	1.9%	-10%	3%	1%	12%	5%	.	27%	-1.6%
CCCCCC(=O)NC(=S)NNC(=O)CC	0.5%	-3%	-2%	0%	-6%	-8%	-4.5%	4%	-1.6%
CCOC(=O)c1c(C)[nH]sc1=S	.	3%	0%	57µM*	43%	0%	-0.4%	15%	-1.6%

Brought forward from above: five entries, then new ones.
SMILES	RSV antiviral HEp-2	LYP inhibition	SIAH1 antagonists	Rac1 GTP hydrolysis	AID2073	NS5 inhibitors	XIAP displacement	Large T inhibition	HIV peptide binding	others
CNS(=O)(=O)c1cccc(C(=O)OCC(=O)N2c3ccccc3CC2C)c1 (stereo not drawn)	1.1%	-2%	-1%	3%	11%	-2%	-6.1%	0%	3.9%
CC(C)(C)SCCNC(=O)CN(c1ccc(F)cc1)S(=O)(=O)c1ccccc1	-0.1%	-5%	1%	0%	-3%	-4%	-0.9%	-6%	0.4%
CCOc1ccc(C(=O)NCC(=O)NCCCn2nc(C)cc2C)cc1OCC	1.9%	-10%	3%	1%	12%	5%	.	27%	-1.6%
CCCCCC(=O)NC(=S)NNC(=O)CC	0.5%	-3%	-2%	0%	-6%	-8%	-4.5%	4%	-1.6%
CCOC(=O)c1c(C)[nH]sc1=S	.	3%	0%	57µM*	43%	0%	-0.4%	15%	-1.6%
COc1ccc(-n2c(O)c(Cc3ccccc3)c(=O)n3nc(-c4ccccc4)c(=O)cc23)cc1	0.5%	2%	15%	-3%	-11%	0%	3.5%	14%	-0.6%
COc1cc(CNc2ccc(N3CCCCC3)cc2)ccc1OCC(=O)NC(C)(C)C	3.2%	-8%	0%	?	-34%	-3%	.	13µM*	-3.9%
CCOc1ccc(NC(=S)N(CCc2c(C)[nH]c3ccc(C)cc23)Cc2ccco2)cc1	18%	3%	-12%	-9%	-1%	-6%	-4.7%	4%	1.1%
O=C(CSc1ncnc2ccccc12)c1cccs1	-1.2%	-8%	-2%	7%	33%	5%	-6.5%	17%	-0.6%
CC1(C)CC(NC(=O)c2ccccn2)CC(C)(C)N1O	1.2%	-10%	5%	1%	-10%	-5%	6.3%	27%	1.1%
O=C(CCN1C(=O)/C(=C/c2ccccc2F)SC1=S)NCCCn1ccnc1	-0.7%	-11%	-3%	15%	-12%	-2%	.	11%	0.6%
CCN(Cc1ccccc1)C(c1ccccn1)c1nnnn1C1CCCCC1 (stereo not drawn)	-0.7%	1%	3%	9%	2%	-7%	0.2%	11%	0.2%
Cc1ccc(OCC(=O)Nc2ccc(N3CCN(S(C)(=O)=O)CC3)cc2)c(C)c1	-1.7%	-3%	-4%	7%	29%	-3%	0.8%	8%	-0.3%
Cc1ccn(CCSCC(=O)O)n1	-0.5%	-4%	8%	6%	8%	-5%	0.1%	4%	2.1%
N#Cc1ccc(C(=O)CSc2n[nH]c(=O)n2-c2cccnc2)cc1	.	-10%	-2%	.	-16%	.	.	7%	-1.3%
O=C(Nc1ccccc1Cl)N1CCCN(c2nc(-c3ccccc3)ns2)CC1	.	-8%	0%	5%	6%	-14%	.	15%	-0.3%
CCOC(=O)C(N)CSC1CC(=O)N(CCc2ccccc2)C1=O (stereo not drawn)	-0.7%	-6%	6%	-2%	-12%	-13%	.	4%	-0.2%
Cc1nn(Cc2cccc(C(=O)NC34CC5CC(CC(C5)C3)C4)c2)c(C)c1Br	19%	94%*	-4%	-4%	5%	-3%	-4.6%	6%	0.4%
Cc1cc(C)cc(N(C(=O)c2cccs2)C2C=CS(=O)(=O)C2)c1 (stereo not drawn)	1.1%	-6%	6%	-7%	1%	-9%	-3.1%	8%	0.1%
COC(=O)C(C(=O)Nc1cc(C)on1)C1CCCCCC1 (stereo not drawn)	1.4%	-8%	0%	9%	-2%	-8%	0.2%	1%	-2.3%
CCN1C(=O)C(O)(CC(=O)c2ccccn2)c2ccccc21 (stereo not drawn)	-0.2%	-2%	0%	6%	-2%	-9%	-0.5%	10%	1.7%	NS5 inhibitors pilot replicate=3.3
CC(C)Cn1c(CCCNC(=O)c2ccco2)nc2ccccc21	1.0%	-9%	12%	5%	15%	0%	.	7%	0.4%

Molecules from the list above that have a thiophene ring, fused or not (two):
SMILES	RSV antiviral HEp-2	LYP inhibition	SIAH1 antagonists	Rac1 GTP hydrolysis	AID2073	NS5 inhibitors	XIAP displacement	Large T inhibition	HIV peptide binding	others
O=C(CSc1ncnc2ccccc12)c1cccs1	-1.2%	-8%	-2%	7%	33%	5%	-6.5%	17%	-0.6%
Cc1cc(C)cc(N(C(=O)c2cccs2)C2C=CS(=O)(=O)C2)c1 (stereo not drawn)	1.1%	-6%	6%	-7%	1%	-9%	-3.1%	8%	0.1%
